# P. falciparum M17LAP: P. falciparum M17LAP inhibitors, primary screen, biochemical, fluorogenic H-Leu-NHMec substrate, 1536-well (AID 1619); recombinant M17LAP, H-Leu-NHMec fluorogenic kinetic assay; higher % means a stronger effect; one-dose inhibition, % at 30 µM; IC50 in µM for titrated hits; 220,000 tested, 0.38% active;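 active = compound inhibiting the enzyme by more than half at any dose during confirmatory dose-response retesting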;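 note: plate controls were full reaction with DMSO carrier for no effect and no enzyme background for full effect; strong numbers were not always called active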
# NOD2 inhibition: NOD2 signaling inhibitors, cell-based, luminescence, uHTS, HEK293 (AID 1566); one-dose inhibition, % at 4 µM; EC50 in µM for titrated hits; HEK293 NOD2/NF-kB luciferase reporter, luminescence; higher % means a stronger effect; 290,000 tested, 0.63% active; note: many of its hits are not listed in these tables
# GPR55 activation: GPR55 agonists via beta-arrestin recruitment, primary screen, imaging, U2OS cells, beta-arrestin-GFP redistribution (AID 1961) | U2OS GPR55 beta-arrestin-GFP redistribution imaging; higher % means a stronger effect | activation, % at 10 µM; hits with a dose series show EC50 in µM | 290,000 tested, 0.048% active;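 active = activation above 40% with more than 50 cells counted in the well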;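 note: U2OS osteosarcoma cells stably expressing GPR55 and beta-arrestin-GFP; plate controls were DMSO negative control for no effect and LPI positive control for full effect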
# KOR beta-arrestin-1: kappa opioid receptor blockers – cell-based, luminescence, uHTS (AID 1778); inhibition, % at 10 µM; hits with a dose series show IC50 in µM; 290,000 tested, 0.091% active; KOR beta-arrestin recruitment, luminescence, antagonist mode; higher % means a stronger effect; note: strong numbers were not always called active
# AID2073: disruptors of CaV2.2 binding to Mint1 – biochemical, HTRF (AID 2073). HTRF protein-protein interaction, Mint1-CaV2.2; higher % means a stronger effect. inhibition, % at 20 µM; hits with a dose series show IC50 in µM. 290,000 tested, 0.19% active; in the data active = inhibition mostly above about 51%, no sharp cut-off; note: some results filed as inactive read as strong as hits
# P. falciparum M1AAP: P. falciparum M1AAP inhibitors, biochemical, fluorogenic H-Leu-NHMec substrate, 1536-well (AID 1445); recombinant M1AAP, H-Leu-NHMec fluorogenic kinetic assay; higher % means a stronger effect; one-dose inhibition, % at 30 µM; IC50 in µM for titrated hits; 220,000 tested, 0.42% active;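 active = primary inhibition above the hit cutoff, then over 50% inhibition at one or more dose response concentrations, cut at about 23% in these data, passing the limit was not always enough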;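 note: plate controls were DMSO full reaction for no effect and no enzyme background for full effect; strong numbers were not always called active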
# KOR beta-arrestin-2: kappa opioid receptor activators – cell-based, luminescence, uHTS, primary screen (AID 1777) | KOR beta-arrestin recruitment, luminescence; higher % means a stronger effect | activation, % at 10 µM; hits with a dose series show EC50 in µM | 280,000 tested, 0.02% active; in the data active = activation above about 50%, passing the limit was not always enough; note: a part of the inactive calls stands beside numbers as strong as those of hits
# Dynein cargo inh: dynein cargo transport inhibition; 3617.4 mouse cells, GR-EGFP nuclear translocation imaging; test concentration mostly 20 µM; stimulated with dexamethasone, 1 µM; active compounds read low; z-score, hits read low; 220,000 tested, 0.47% active;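 active = plate z-score of nuclear minus cytoplasmic receptor signal below a set negative limit, without overly bright fluorescence or cell loss, cut at about -3.5 in these data, passing the limit was not always enough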;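 note: z-score of nuclear minus cytoplasmic ring GR-EGFP intensity difference per well; some compounds called inactive have numbers as strong as hits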
#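 Also added – dexamethasone, 1.0 µM final · Buffer or medium – tet-free, stripped-serum medium · Schedule – induction 48 h, compound 1 h, agonist 30 min · Detection – formaldehyde fixation, Hoechst nuclear stain, 10x automated fluorescence imaging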
# NOD1 inhibition: inhibition of NOD1-driven NF-kB reporter – cell-based, luminescence, uHTS, primary screen (AID 1578) | NOD1-driven NF-kB luciferase reporter cells, luminescence; higher % means a stronger effect | one-dose inhibition, % at 4 µM; EC50 in µM for titrated hits | 290,000 tested, 1% active; in the data active = inhibition mostly above about 36%, no sharp cut-off; inactive = mostly below about 34%;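 note: HEK-293T reporter cells stimulated with the NOD1 agonist gamma-tri-DAP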
# Dynein cargo inh cytoplasmic EGFP: second read-out of Dynein cargo inh, no call of its own (marks repeat the call); z-score; measured here: cytoplasmic GR-EGFP intensity; active compounds read high
# Dynein cargo inh nuclear GR-EGFP: recorded beside Dynein cargo inh, whose call it bears; z-score; measured here: nuclear GR-EGFP intensity;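 lower value marks the stronger effect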
# Dynein cargo inh cell count: also measured in Dynein cargo inh; calls as there; z-score; measured here: cell count per field
# * marks the source's active call; other numbers are inactive results; · = no result given; [ ] = remark or other dose. Cut-off read from the data, not from the text of the source, unless noted: active = inhibition above about 50%; inactive = the rest.
SMILES,P. falciparum M17LAP,NOD2 inhibition,GPR55 activation,KOR beta-arrestin-1,AID2073,P. falciparum M1AAP,KOR beta-arrestin-2,Dynein cargo inh,Dynein cargo inh cytoplasmic EGFP,Dynein cargo inh nuclear GR-EGFP,Dynein cargo inh cell count,NOD1 inhibition
COc1ccccc1-c1nnc(C2CCN(S(=O)(=O)c3cccc([N+](=O)[O-])c3)CC2)o1,·,-12%,-0.1%,3%,-1%,·,2.3%,·,·,·,·,6%
Cc1cc(N2CCOCC2)n2ncc(-c3ccccc3Cl)c2n1,·,-125%,-0.1%,3%,22%,·,-17%,·,·,·,·,-15%
COc1ccc(S(=O)(=O)NCc2ccc3c(c2)OCO3)cc1OC,·,0%,0.0%,-4%,7%,·,-2.6%,·,·,·,·,-7%
Cc1ccc2cc(C(c3nnnn3C(C)(C)C)N3CCCC3)c(=O)[nH]c2c1C (stereo not drawn),·,-6%,-0.2%,-62%,8%,·,-3.6%,·,·,·,·,-14%
COc1ccc(CCNS(=O)(=O)c2cc3c(cc2C)NC(=O)CO3)cc1OC,·,16%,-0.1%,11%[20 µM],-5%,·,1.3%,·,·,·,·,8%
Cc1c(C(=O)NCCCn2ccnc2)oc2ccccc12,13%,-11%,0.2%,-18%[20 µM],-7%,8%,·,-0.4,-0.19,-0.31,-0.15,14%
CCN(CC)c1ccc2c(c1)C(=O)N(C)C2=O,18%,-33%,0.2%,-38%,30%,14%,-4.2%,-0.25,-0.009,-0.42,-0.0072,-21%
COC(=O)c1ccc(C(=O)NC(=S)Nc2ccc3nc(SC)sc3c2)cc1,2%,20%,0.3%,15%,-6%,-1%,0.0%,0.61,-0.29,0.23,-0.79,-11%
CC(=O)NC(=S)NNC(=O)COc1ccc(Br)cc1,51%,-19%,-0.5%,-42%,7%,2.6µM*,0.1%,-0.15,-0.27,0.051,0.32,-55%
Nc1ccc(-n2nncc2-c2ccc(Cl)cc2)cc1,-6%,5%,0.0%,19%,7%,-9%,-1.4%,-0.097,-0.077,0.36,1.5,-11%
CCOc1cc(CNCCO)cc(Br)c1OCc1ccccc1,-4%,18%,-0.2%,-18%,-5%,7%,-4.3%,-0.65,-0.29,-0.14,0.47,10%
COc1ccc(N2CCN(C(=O)CCN3C(=S)NC(C)(C)CC3C)CC2)cc1 (stereo not drawn),38%,-3%,-0.5%,-12%,-4%,-1%,-3.1%,0.1,-0.32,-0.12,0.54,-16%
CCCn1c(=O)c(C(=O)NCc2ccco2)c(O)c2ccccc21,-6%,18%,0.9%,-8%,32%,7%,-4.1%,1.3,-0.14,1.1,-1.7,-19%
CC(C)C(NC(=O)c1ccc(F)cc1)C(=O)Nc1cccnc1 (stereo not drawn),1%,13%,-0.5%,-8%,-3%,1%,0.4%,-0.12,0.06,0.03,-1.6,-44%
Cn1ccnc1COc1ccc(C=O)cc1,·,-1%,0.4%,1%,4%,·,-1.2%,·,·,·,·,26%
Cc1ccc(/C=C2\CCn3c2nc2cc(C(=O)O)ccc2c3=O)c(C)c1,·,6%,0.3%,-10%,15%,·,3.6%,·,·,·,·,-25%
C=CCNC(=O)NC(=O)COC(=O)CCCSc1nc2ccccc2[nH]1,-11%,7%,0.0%,30%,23%,-8%,-2.5%,1.6,-0.34,0.93,-0.65,-27%
CCCN1C=CC(=C2C(=O)c3ccccc3C2=O)C=C1,14%,84%*,-0.1%,9%,-6%,11%,-3.3%,-1.4,-0.11,-0.43,0.27,98%
Cc1ccc(/C=C/c2ccc3cccc(O)c3n2)s1,·,-41%,-0.1%,30%,33%,·,-0.8%,·,·,·,·,26%
COc1ccc(-c2nnc(SCC(=O)Nc3cc(C)on3)o2)cc1,9%,-16%,0.0%,-7%,-4%,1%,-1.9%,1.8,-0.049,0.48,-2,-40%
COc1cc(C(=O)Nc2nnc(C(C)(C)C)s2)c([N+](=O)[O-])cc1OC,9%,8%,0.5%,5%,-17%,1%,-3.7%,2.3,-0.22,0.93,-1.5,-22%
O=C(CN(C(=O)c1nsc(Cl)c1Cl)c1ccc(F)cc1)NC1CCCC1,·,7%,0.1%,-3%,20%,·,0.8%,·,·,·,·,-2%
CCCn1c(SCC(=O)Nc2ccc(C(=O)Nc3ccccc3OC)cc2)n[nH]c1=O,-15%,13%,0.0%,-35%,-8%,5%,2.2%,-0.47,-0.22,-0.1,0.72,2%
O=C(NCc1ccc2c(c1)OCO2)C1CCCN1C(=O)Nc1cccc(F)c1 (stereo not drawn),17%,5%,-0.2%,-14%,4%,75µM*,-1.8%,1.7,-0.11,0.98,-0.0025,-16%
C=CCNS(=O)(=O)c1nc(C)c(Cl)c(C)c1C#N,9%,2%,-0.4%,17%,8%,5%,1.1%,-0.53,-0.12,-0.0059,0.29,·
Cn1cnc2c(cnn2-c2ccccc2)c1=O,·,-10%,-0.1%,-3%,20%,·,3.7%,·,·,·,·,4%
Cc1ccc(N2CC(C(=O)Nc3cccnc3)CC2=O)cc1Cl (stereo not drawn),·,-3%,0.5%,-28%,3%,·,1.6%,·,·,·,·,48%
C/C(=N\NC(=O)c1ccc([N+](=O)[O-])cc1)c1cccc([N+](=O)[O-])c1,-7%,19%,-0.1%,-13%,13%,-1%,-0.5%,0.11,-0.36,-0.0027,-0.25,-39%
O=C(c1nnc(-c2ccc(Cl)cc2)o1)C1CCCC1,-13%,-35%,0.2%,-2%,-3%,1%,-2.1%,0.85,-0.2,0.35,-0.024,-52%
CCOC(=O)c1c(N)sc(C(=O)N2CCCCCC2)c1C,7%,22%,-0.2%,8%,-6%,0%,-3.9%,0.64,-0.19,0.44,-0.34,9%
c1ccc2c(Nc3ccc(N4CCOCC4)cc3)nc(N3CCOCC3)nc2c1,·,20%,-0.1%,-46%[20 µM],-7%,·,0.8%,·,·,·,·,49%
COc1ccc(NC(=S)NC(C)Cc2cccs2)cc1 (stereo not drawn),0%,-1%,-0.3%,34%,-6%,0%,-4.9%,-0.14,-0.23,0.38,-0.029,20%
Cc1ccc(-c2nc(CN3CCCCC3)cc(CN3CCCCC3)c2O)cc1,-63%,2%,-0.1%,-12%,-22%,4%,-0.5%,-1.3,-0.26,-0.88,0.97,-56%
Cc1ccnc(N2C(=O)c3ccccc3C2Nc2cccc(C)c2C)c1 (stereo not drawn),-2%,11%,-0.5%,-2%,-1%,7%,5.5%,-0.77,-0.17,-0.072,0.26,-21%
FC(F)(F)c1cc(C(F)(F)F)c2ccc(N3CCOCC3)nc2n1,·,20%,-0.1%,22%,15%,·,-5.0%,·,·,·,·,-5%
CN(Cc1nc(-c2ccccn2)no1)S(=O)(=O)c1ccc(Br)cc1,9%,7%,0.2%,30%,-1%,3%,-4.2%,-0.18,-0.26,-0.76,1.3,-24%
CCCCNC(=S)N/N=C/c1ccccc1F,3%,3%,-0.2%,31%,-18%,6%,-0.2%,-0.67,-0.31,-0.59,0.74,-23%
NC(=O)COC(=O)[C@@H]1CC(O)CN1S(=O)(=O)c1ccc2c(c1)OCCO2 (stereo partly drawn),-7%,-22%,0.2%,-19%,2%,7%,3.4%,-0.13,-0.26,0.81,-0.29,16%
COc1cc(/C(C)=N/NC(=O)C(O)(c2ccccc2)c2ccccc2)ccc1O,8%,11%,-0.1%,-34%[20 µM],-6%,10%,-1.3%,-0.41,-0.21,-0.35,0.99,-38%
Cc1cc(C)nc(NS(=O)(=O)c2ccc(NC(=O)c3ccc(S(=O)(=O)N4CCOCC4)cc3)cc2)n1,19%,17%,0.4%,23%,7%,7%,-0.2%,-0.37,-0.05,0.24,0.51,6%
CC1=C(C#N)C(/C=N/OCc2ccc(F)cc2Cl)CC(=O)N1 (stereo not drawn),10%,8%,-0.3%,20%,-4%,-1%,-15%,0.33,-0.043,0.56,-2.1,-2%
CN(C)c1ccc(NC(=O)C2CCCN(S(=O)(=O)c3ccccc3)C2)cc1 (stereo not drawn),2%,2%,-0.2%,4%,-9%,5%,-1.8%,-0.4,-0.26,-0.31,-0.049,-16%
CN1CCN(c2nc3c(c(=O)[nH]c(=O)n3C)n2Cc2ccccc2)CC1,·,3%,0.2%,2%,12%,·,-2.6%,·,·,·,·,-27%
O=C(CCN1C(=O)[C@@H]2Cc3ccccc3CN2C1=O)N[C@H](Cc1ccccc1)C(=O)O,·,6%,-0.1%,-10%[20 µM],1%,·,-1.1%,·,·,·,·,4%
COc1ccc(/C=N/NC(=O)CNC(=O)c2ccc3c(c2)OCCO3)cc1OC,2%,7%,-0.6%,23%,3%,3%,-4.5%,0.39,-0.19,0.44,-0.24,-18%
Cc1cc(C)cc(N2CC(c3nc4ccccc4n3C)CC2=O)c1 (stereo not drawn),-1%,-4%,-0.1%,4%,12%,13%,-1.6%,0.25,-0.22,0.38,0.26,-9%
COc1ccccc1C1C(C(=O)c2cc3ccccc3o2)=C(O)C(=O)N1c1cc(C)on1 (stereo not drawn),·,19%,0.3%,21%,17%,·,-3.1%,·,·,·,·,-7%
O=[N+]([O-])c1ccc(/C=N/Nc2nc(-c3ccccc3)c3cc(Br)ccc3n2)o1,3%,8%,-0.1%,8%,20%,-5%,-6.6%,0.31,-0.27,0.19,1.1,21%
NC(CO)(CO)COCc1ccccc1,-1%,9%,0.1%,-19%,20%,8%,-5.4%,-0.35,-0.29,0.075,-0.27,-10%
O/N=C(\c1ccccc1)C(O)c1ccccc1 (stereo not drawn),·,-2%,0.5%,3%,11%,·,3.0%,·,·,·,·,20%
CCCC(=O)Nc1cc(OCC)c(NC(=O)NC2CCCCC2)cc1OCC,-11%,-11%,0.5%,-14%,-12%,2%,1.3%,0.22,-0.21,0.21,0.39,-26%

# Just GPR55 activation and Dynein cargo inh cytoplasmic EGFP, for some of the entries so far:
Molecule | GPR55 activation | Dynein cargo inh cytoplasmic EGFP
Cc1ccnc(N2C(=O)c3ccccc3C2Nc2cccc(C)c2C)c1 (stereo not drawn) | -0.5% | -0.17
FC(F)(F)c1cc(C(F)(F)F)c2ccc(N3CCOCC3)nc2n1 | -0.1% | ·
CN(Cc1nc(-c2ccccn2)no1)S(=O)(=O)c1ccc(Br)cc1 | 0.2% | -0.26

# These rows are one share of the data; rates above refer to the full screens.
